TAAR1 ag: human TAAR1 agonists, primary screen, Fluo-8 calcium fluorescence, CHO RD-HGA16 cells | Trace amine-associated receptor 1 (Homo sapiens), Q96RJ0 | vehicle wells 0%, saturating PEA agonist 100% | activation, % at 3 µM | 0.99% of 360,000 active;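 active = activation above the mean activation of all test compounds in the run plus 3 SD, cut at about 38% in these data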
Target sequence (Q96RJ0 whole entry, looked up): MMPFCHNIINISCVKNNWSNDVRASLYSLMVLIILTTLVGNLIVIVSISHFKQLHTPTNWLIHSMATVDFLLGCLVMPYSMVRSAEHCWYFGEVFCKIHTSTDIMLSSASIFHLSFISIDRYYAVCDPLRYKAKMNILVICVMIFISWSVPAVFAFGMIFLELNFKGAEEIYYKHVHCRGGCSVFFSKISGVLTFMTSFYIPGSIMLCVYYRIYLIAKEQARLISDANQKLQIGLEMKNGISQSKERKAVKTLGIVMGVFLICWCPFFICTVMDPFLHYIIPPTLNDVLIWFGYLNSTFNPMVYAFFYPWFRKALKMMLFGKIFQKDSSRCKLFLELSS
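Signal – calcium-sensitive Fluo-8 signal, excitation 470-495, emission 515-575 nm · System – RD-HGA16 (CHO) cells co-expressing Gα16 and hTAAR1 · Incubation – 17-24 h seeding, 75 min 37 °C dye, 30 min RT · Compound dosing – 3 µM single concentration · Repeats – no replicates (n 1)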
CHO-K1 Ca ag: counter-screen for M1 agonists: effect in parental CHO-K1 cells; Fluo-8 calcium fluorescence; scaled to maximal ATP response, vehicle zero; activation, % at 3 µM; 0.48% of 360,000 active; AID 602248, 2012; in the data active = activation above about 15%;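 note: untransfected CHO-K1 host cells lacking M1 receptor as counterscreen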
CHO parental Ca: ATP-evoked calcium signal inhibitors, parental CHO, primary screen, counter-screen for OX1R antagonist project, cell-based, fluorescence, Fluo-8 calcium dye. inhibition, % at 5.6 µM. AID 463079, 2010. parental CHO-K1, ATP-induced calcium, Fluo-8 fluorescence. 0.63% of 330,000 active;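 active = inhibition above that plate's mean sample inhibition plus 3 SD, cut at about 26% in these data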;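 note: 0% = ATP-challenged DMSO wells and 100% = DMSO wells without ATP; some compounds past the cut are filed as inactive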
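Assay system – parental CHO cells · Reagent – ATP stimulus · Detection – intracellular calcium via Fluo-8 no-wash fluorescent dye · Evaluation – percent inhibition of ATP-evoked calcium rise, normalized to controls · Controls – ATP wells versus no-ATP DMSO wells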
CHO-K1 Ca antag: nonselective inhibitor or artifact in parental CHO-K1 cells | inhibition, % at 3 µM | 0.6% of 360,000 active | ATP-induced calcium, Fluo-8 fluorescence;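 active = inhibition above a per-plate cutoff, the plate's mean sample inhibition plus 3 SD, cut at about 24% in these data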;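 note: 0% = DMSO plus EC80 ATP and 100% = DMSO alone without ATP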
CHRM1 agonist: human M1 muscarinic receptor agonists, primary screen, Fluo-8 calcium fluorescence, CHO-K1 cells, HTS. Muscarinic acetylcholine receptor M1 (Homo sapiens), P11229. CHO-K1 hM1, agonist mode; 0% DMSO, 100% acetylcholine EC100. activation, % at 3 µM. 0.33% of 360,000 active. AID 588814, 2011;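 active = activation above the run's mean compound activation plus 3 SD, cut at about 16% in these data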;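 note: peak over basal fluorescence ratio within a 140 s kinetic read after compound addition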
Target sequence (P11229 whole entry, looked up): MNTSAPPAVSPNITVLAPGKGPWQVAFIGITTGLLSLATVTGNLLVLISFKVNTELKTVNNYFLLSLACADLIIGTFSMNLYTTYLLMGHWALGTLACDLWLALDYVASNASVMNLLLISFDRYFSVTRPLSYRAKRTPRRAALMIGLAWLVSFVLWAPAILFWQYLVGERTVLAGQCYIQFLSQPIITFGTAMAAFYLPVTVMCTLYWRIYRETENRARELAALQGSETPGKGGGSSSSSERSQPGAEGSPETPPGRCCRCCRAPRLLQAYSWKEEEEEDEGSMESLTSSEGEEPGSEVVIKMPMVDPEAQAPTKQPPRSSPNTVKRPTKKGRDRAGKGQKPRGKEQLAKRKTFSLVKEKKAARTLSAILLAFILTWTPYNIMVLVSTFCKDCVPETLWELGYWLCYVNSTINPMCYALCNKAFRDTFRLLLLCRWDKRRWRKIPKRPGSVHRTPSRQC
M1 antag: human M1 muscarinic receptor antagonists, primary screen, CHO-K1 cells, Fluo-8 calcium fluorescence, 1536-well; Muscarinic acetylcholine receptor M1 (Homo sapiens), P11229; CHO-K1 hM1, ACh EC80 antagonist; inhibition, % at 3 µM; 1.3% of 360,000 active;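 active = percent inhibition above its own plate's cutoff, namely the mean of that plate's compound wells plus 3 SD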;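 note: peak over basal fluorescence ratio during 140 s after agonist addition; 0% = ACh EC80 plus DMSO and 100% = DMSO alone without agonist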
TAAR1 antag: human TAAR1 antagonists, primary screen, Fluo-8 calcium fluorescence, CHO RD-HGA16 cells; Trace amine-associated receptor 1 (Homo sapiens), Q96RJ0; 1.5% of 360,000 active; antagonist; inhibition, % at 3 µM;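 active = inhibition above a per-plate cutoff, the mean inhibition of test compounds on that plate plus 3 SD, cut at about 49% in these data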;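 note: 0% = DMSO plus EC80 beta-PEA response and 100% = DMSO alone without agonist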
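Material: CHO RD-HGA16 cells bearing hTAAR1; compound dosing: one-point dosing, 3 µM nominal final; schedule: dye loading 75 min at 37 °C, then 30 min room temperature; measured by: calcium fluorescence with Fluo-8; control set: vehicle and agonist controls; replication: n of 1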
M1 PAM parental: nonselective calcium activators in parental CHO-K1 cells, primary screen, counter-screen for M1 PAM project, cell-based, Fluo-8 calcium fluorescence, full deck, 1536-well. ATP EC20; 0% at ATP EC20, 100% at ATP max. 0.02% of 360,000 active. activation, % at 3 µM;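 active = activation above the run cutoff, the mean activation of all test compounds plus 3 SD, cut at about 40% in these data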;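 note: peak over basal fluorescence ratio in a 140 s read after ATP addition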
CHRM1 PAM: human M1 muscarinic receptor positive allosteric modulators, primary screen, CHO-K1 cells, Fluo-8 calcium fluorescence, 1536-well; CHO-K1 hM1, ACh EC20; 0% = ACh EC20, 100% = maximal ACh; activation, % at 3 µM; 0.088% of 360,000 active; Muscarinic acetylcholine receptor M1 (Homo sapiens), P11229; in the data active = activation above about 19%, passing the limit was not always enough
* = called active by the depositor. Random draw from the library, and some 4.4% of all compounds hit somewhere here.

The opening 3 records (preview)
`Nc1cccc(NC(=O)CCC(=O)NCc2ccco2)c1` gave TAAR1 ag 2, CHO-K1 Ca ag 1.0, CHO parental Ca -3, CHO-K1 Ca antag -2, CHRM1 agonist 0, M1 antag -11, TAAR1 antag -17, M1 PAM parental 13 and CHRM1 PAM 6.
For COc1ccc2[nH]c3c(c2c1)CCN1C(=O)C(CC(=O)NC/C=C(\C)CCC=C(C)C)C[C@H](C(=O)N2CCOCC2)[C@@]31CCC1CCCC1 (stereo not given in full) the results were TAAR1 ag 1, CHO-K1 Ca ag 0.4, CHO parental Ca -2, CHO-K1 Ca antag 8, CHRM1 agonist 0, M1 antag 0, TAAR1 antag -1, M1 PAM parental -14 and CHRM1 PAM 8.
O=C1Nc2cc3c(cc2Sc2ccccc21)OCCO3 was read as TAAR1 ag 20, CHO-K1 Ca ag 0.3, CHO parental Ca -3, CHO-K1 Ca antag 3, CHRM1 agonist -4, M1 antag -10, TAAR1 antag -7, M1 PAM parental -3 and CHRM1 PAM 10.

The listing, from the first entry:
`Nc1cccc(NC(=O)CCC(=O)NCc2ccco2)c1` gave TAAR1 ag 2, CHO-K1 Ca ag 1.0, CHO parental Ca -3, CHO-K1 Ca antag -2, CHRM1 agonist 0, M1 antag -11, TAAR1 antag -17, M1 PAM parental 13 and CHRM1 PAM 6.
For COc1ccc2[nH]c3c(c2c1)CCN1C(=O)C(CC(=O)NC/C=C(\C)CCC=C(C)C)C[C@H](C(=O)N2CCOCC2)[C@@]31CCC1CCCC1 (stereo not given in full) the results were TAAR1 ag 1, CHO-K1 Ca ag 0.4, CHO parental Ca -2, CHO-K1 Ca antag 8, CHRM1 agonist 0, M1 antag 0, TAAR1 antag -1, M1 PAM parental -14 and CHRM1 PAM 8.
O=C1Nc2cc3c(cc2Sc2ccccc21)OCCO3 was read as TAAR1 ag 20, CHO-K1 Ca ag 0.3, CHO parental Ca -3, CHO-K1 Ca antag 3, CHRM1 agonist -4, M1 antag -10, TAAR1 antag -7, M1 PAM parental -3 and CHRM1 PAM 10.
Cc1c(C)c2c(OCC(=O)O)cc3c(c2oc1=O)CCC(C)(C)O3 was read as TAAR1 ag 5, CHO-K1 Ca ag 0.0, CHO parental Ca -4, CHO-K1 Ca antag 7, CHRM1 agonist -1, M1 antag -8, TAAR1 antag -5, M1 PAM parental 2 and CHRM1 PAM 5.
`NC(=O)CC(NC(=O)c1cccc(Br)c1)c1ccc(NC2CCC2)c([N+](=O)[O-])c1` (stereo not given) gave TAAR1 ag 6, CHO-K1 Ca ag 1.1, CHO parental Ca -16, CHO-K1 Ca antag -17, CHRM1 agonist -2, M1 antag 8, TAAR1 antag -2, M1 PAM parental 14 and CHRM1 PAM 1.
Cc1cc(N2CC(C(=O)O)CC2=O)ccc1Br (stereo not given) was read as TAAR1 ag 3, CHO-K1 Ca ag 0.1, CHO parental Ca 1, CHO-K1 Ca antag 0, CHRM1 agonist -2, M1 antag -18, TAAR1 antag 2, M1 PAM parental 12 and CHRM1 PAM -1.
For O=C(c1cnn(-c2ccccc2)c1)c1ccc2ccccc2c1O the results were TAAR1 ag -1, CHO-K1 Ca ag -0.5, CHO parental Ca -11, CHO-K1 Ca antag -11, CHRM1 agonist 0, M1 antag -6, TAAR1 antag -26, M1 PAM parental 11 and CHRM1 PAM 9.
Screening CCOc1ccccc1/C=N/NC(=O)c1ccc(Cn2cc([N+](=O)[O-])cn2)o1 returned TAAR1 ag 21, CHO-K1 Ca ag 1.3, CHO parental Ca -8, CHO-K1 Ca antag -5, CHRM1 agonist -1, M1 antag -12, TAAR1 antag 2, M1 PAM parental -1 and CHRM1 PAM -9.
For O=C(c1ccc(C(F)(F)F)cc1)n1ccc(-c2cccs2)n1 the results were TAAR1 ag 4, CHO-K1 Ca ag -0.1, CHO parental Ca -10, CHO-K1 Ca antag 0, CHRM1 agonist -2, M1 antag -7, TAAR1 antag -12, M1 PAM parental 4 and CHRM1 PAM 4.
Screening Cc1nn(CC(=O)Nc2ccc(S(=O)(=O)N(C)C)cc2)c(C)c1[N+](=O)[O-] returned TAAR1 ag 1, CHO-K1 Ca ag 0.3, CHO parental Ca -5, CHO-K1 Ca antag 0, CHRM1 agonist -7, M1 antag 3, TAAR1 antag 15, M1 PAM parental 11 and CHRM1 PAM -5.
`CCNc1nc(NCC)nc(OCCNS(=O)(=O)c2ccccc2)n1` gave TAAR1 ag 1, CHO-K1 Ca ag 0.0, CHO parental Ca 22, CHO-K1 Ca antag -2, CHRM1 agonist -4, M1 antag 1, TAAR1 antag -5, M1 PAM parental 0 and CHRM1 PAM -4.
For Cc1ccc(N(CC(=O)Nc2cccc(Cl)c2C)S(C)(=O)=O)cc1 the results were TAAR1 ag 2, CHO-K1 Ca ag 1.6, CHO parental Ca -14, CHO-K1 Ca antag -6, CHRM1 agonist -2, M1 antag -14, TAAR1 antag -11, M1 PAM parental 19 and CHRM1 PAM 8.
O=C(CN1C(=O)c2cccc([N+](=O)[O-])c2C1=O)N1CCN(S(=O)(=O)c2ccccc2)CC1 was read as TAAR1 ag 6, CHO-K1 Ca ag 0.7, CHO parental Ca -19, CHO-K1 Ca antag -17, CHRM1 agonist -5, M1 antag -11, TAAR1 antag -8, M1 PAM parental 23 and CHRM1 PAM 19.
Screening CCCc1cc(=O)[nH]c(SCC(=O)Nc2c(C)n(C)n(-c3ccccc3)c2=O)n1 returned TAAR1 ag 0, CHO-K1 Ca ag -0.2, CHO parental Ca -7, CHO-K1 Ca antag -10, CHRM1 agonist -2, M1 antag -15, TAAR1 antag 5, M1 PAM parental 4 and CHRM1 PAM 10.
`COc1ccccc1-n1c(SCC(=O)N2CCOCC2)nc2ccccc2c1=O` gave TAAR1 ag -2, CHO-K1 Ca ag -1.4, CHO parental Ca 9, CHO-K1 Ca antag 10, CHRM1 agonist -3, M1 antag -4, TAAR1 antag -5, M1 PAM parental 7 and CHRM1 PAM 5.
For O=C(Nc1ccccc1)C1=C[C@H](c2ccccc2)C[C@H](OCc2ccc(CO)cc2)O1 the results were TAAR1 ag 17, CHO-K1 Ca ag 0.3, CHO parental Ca -9, CHO-K1 Ca antag -15, CHRM1 agonist -3, M1 antag -7, TAAR1 antag 14, M1 PAM parental -1 and CHRM1 PAM 13.
Screening O=C(N/N=C/c1ccncc1)c1cccs1 returned CHO-K1 Ca ag -0.3, CHO parental Ca 0, CHO-K1 Ca antag -9, CHRM1 agonist -6, M1 antag -6, M1 PAM parental 10 and CHRM1 PAM 5.
O=C(Nc1ccc(-n2cnnn2)cc1)c1cccc(S(=O)(=O)N2CCCC2)c1 was read as TAAR1 ag 4, CHO-K1 Ca ag 1.8, CHO parental Ca 4, CHO-K1 Ca antag 6, CHRM1 agonist -8, M1 antag 28, TAAR1 antag -6, M1 PAM parental -8 and CHRM1 PAM -13.
CC1CCCN(C(=O)C2(NC(=O)Nc3cccc(F)c3)CCCCC2)C1 (stereo not given) was read as TAAR1 ag 4, CHO-K1 Ca ag 1.3, CHO parental Ca -1, CHO-K1 Ca antag -11, CHRM1 agonist -1, M1 antag -7, TAAR1 antag -15, M1 PAM parental 18 and CHRM1 PAM 6.
Screening O=C(COC(=O)C1(c2ccccc2)CC1)NNC(=O)c1ccccc1F returned TAAR1 ag 1, CHO-K1 Ca ag 6.5, CHO parental Ca -4, CHO-K1 Ca antag 16, CHRM1 agonist -1, M1 antag -11, TAAR1 antag -23, M1 PAM parental -20 and CHRM1 PAM 5.
Cc1ccccc1-c1nc(CN2CCC(C(=O)NCc3ccco3)CC2)c(C)o1 was read as CHO-K1 Ca ag 0.5, CHO parental Ca -16, CHO-K1 Ca antag -3, CHRM1 agonist -7, M1 antag -12, M1 PAM parental 21 and CHRM1 PAM 10.
`CCCNc1c(NS(=O)(=O)c2ccc3c(c2)CCCC3)c(=O)oc2ccccc12` gave CHO-K1 Ca ag 0.1, CHO parental Ca -19, CHO-K1 Ca antag -13, CHRM1 agonist 1, M1 antag -12, M1 PAM parental 11 and CHRM1 PAM 5.
Cc1cc([N+](=O)[O-])nn1CCCC(=O)Nc1cccnc1Cl was read as TAAR1 ag 6, CHO-K1 Ca ag 0.2, CHO parental Ca -4, CHO-K1 Ca antag -2, CHRM1 agonist -1, M1 antag 9, TAAR1 antag -18, M1 PAM parental -11 and CHRM1 PAM 0.
Screening CCN1CCC(O)(C(C(=O)OC)c2ccccc2)CC1 (stereo not given) returned TAAR1 ag 1, CHO-K1 Ca ag 0.0, CHO-K1 Ca antag -2, CHRM1 agonist -3, M1 antag -7, TAAR1 antag -5, M1 PAM parental -19 and CHRM1 PAM 1.
Screening CC(=O)Nc1cccc(C(=O)OCC(=O)NCc2ccc(F)cc2)c1 returned TAAR1 ag 1, CHO-K1 Ca ag 3.7, CHO parental Ca -2, CHO-K1 Ca antag -13, CHRM1 agonist -4, M1 antag -11, TAAR1 antag -12, M1 PAM parental 11 and CHRM1 PAM 8.
`Cc1ccc([C@H]2C(C(=O)O)=CC[C@@H](c3ccc4c(c3)OCO4)N2S(=O)(=O)c2ccc(C)cc2)cc1` gave TAAR1 ag 1, CHO-K1 Ca ag 0.0, CHO parental Ca -21, CHO-K1 Ca antag -18, CHRM1 agonist -3, M1 antag -7, TAAR1 antag 14, M1 PAM parental 17 and CHRM1 PAM 6.
For Cc1cc(NC(=NC2CC2)c2ccccc2)n(-c2ccccc2)n1 the results were TAAR1 ag 2, CHO-K1 Ca ag 0.3, CHO parental Ca -3, CHO-K1 Ca antag -15, CHRM1 agonist -2, M1 antag 1, TAAR1 antag 14, M1 PAM parental 11 and CHRM1 PAM 4.
COc1cc2c(cc1OC)C1=C(C#N)CCC(=NC(=O)c3ccco3)N1CC2 was read as TAAR1 ag 7, CHO-K1 Ca ag 0.8, CHO parental Ca -17, CHO-K1 Ca antag -4, CHRM1 agonist -3, M1 antag -5, TAAR1 antag -4, M1 PAM parental 12 and CHRM1 PAM -3.
`CCOC(=O)N1CCN(C(=S)Nc2ccccc2C(C)C)CC1` gave TAAR1 ag 10, CHO-K1 Ca ag 0.0, CHO parental Ca -5, CHO-K1 Ca antag 4, CHRM1 agonist 10, M1 antag 17, TAAR1 antag -29, M1 PAM parental -10 and CHRM1 PAM -7.
O=C(CSc1nc2ncccc2[nH]1)NCc1ccccc1 was read as TAAR1 ag -3, CHO-K1 Ca ag 1.1, CHO parental Ca -7, CHO-K1 Ca antag -15, CHRM1 agonist -3, M1 antag -16, TAAR1 antag 5, M1 PAM parental 13 and CHRM1 PAM 4.

Screens: PubChem BioAssay, The Scripps Research Institute Molecular Screening Center
